TRPC4 act – activators of mouse TRPC4 channel, primary screen, Fluo4 calcium, HEK293 TRPC4beta/mu-opioid cells; Fluo4 calcium fluorescence; stronger effect = higher value; Short transient receptor potential channel 4 (Mus musculus), Q9QUQ5; 310,000 tested, 0.49% active; B-score at 10 µM;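 active means B-score above 5 SD of library B-scores, and initial fluorescence ratio not above library mean plus 5 SD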;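 further: positive B-score marks a calcium rise read as TRPC4 activation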
Target sequence (Q9QUQ5 whole entry, looked up): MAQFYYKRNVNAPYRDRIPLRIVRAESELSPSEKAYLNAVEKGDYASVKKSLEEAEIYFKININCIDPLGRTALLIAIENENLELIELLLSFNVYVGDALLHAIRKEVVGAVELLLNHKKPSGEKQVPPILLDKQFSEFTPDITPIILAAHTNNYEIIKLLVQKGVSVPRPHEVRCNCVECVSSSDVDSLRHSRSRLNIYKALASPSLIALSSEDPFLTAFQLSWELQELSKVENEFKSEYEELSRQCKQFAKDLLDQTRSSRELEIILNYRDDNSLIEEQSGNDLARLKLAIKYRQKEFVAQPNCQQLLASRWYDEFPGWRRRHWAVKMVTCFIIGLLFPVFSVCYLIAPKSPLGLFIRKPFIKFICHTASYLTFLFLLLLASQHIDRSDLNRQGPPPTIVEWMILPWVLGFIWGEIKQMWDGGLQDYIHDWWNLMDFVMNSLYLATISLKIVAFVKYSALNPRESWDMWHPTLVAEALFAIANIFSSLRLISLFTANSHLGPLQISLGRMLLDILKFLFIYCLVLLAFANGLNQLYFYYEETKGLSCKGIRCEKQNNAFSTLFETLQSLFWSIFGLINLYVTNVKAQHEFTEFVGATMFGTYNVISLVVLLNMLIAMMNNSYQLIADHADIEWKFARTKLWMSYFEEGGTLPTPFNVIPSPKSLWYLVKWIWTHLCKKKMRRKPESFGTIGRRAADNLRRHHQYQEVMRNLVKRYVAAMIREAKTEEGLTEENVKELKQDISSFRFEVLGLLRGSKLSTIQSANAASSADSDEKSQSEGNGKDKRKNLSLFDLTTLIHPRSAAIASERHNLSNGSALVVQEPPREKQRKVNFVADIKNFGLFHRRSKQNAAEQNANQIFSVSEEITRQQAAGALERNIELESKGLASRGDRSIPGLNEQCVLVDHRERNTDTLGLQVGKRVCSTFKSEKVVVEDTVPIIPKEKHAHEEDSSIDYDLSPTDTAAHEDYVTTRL
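Assay system: HEK293 stable line with TRPC4beta plus mu-opioid receptor. Times: dye 45 min RT, read 110 s. Measured by: kinetic Fluo4 calcium fluorescence. Measure: B score of integrated ratio. Controls: assay buffer as low control, maximal DAMGO as high control.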
HIF act – HIF pathway transcriptional activators, primary screen, cell-based, U2OS HRE-luciferase, luminescence. U2OS HRE-luciferase reporter; normalized: DMSO 0%, desferrioxamine 100%. activation, % at 7.5 µM (by protocol). 300,000 tested, 0.32% active;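 active means mean activation of at least 10% of the iron chelator positive control signal, with at least half of replicates also reaching 10%; inconclusive means mean and replicate majority disagree about reaching 10%; inactive means mean and most replicates under 10%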
TRPC6 inhibitor – mouse TRPC6 channel inhibitors, primary screen, cell-based, HEK293, membrane potential dye; B-score at 10 µM; ACh-evoked depolarization; stronger effect = lower value; 310,000 tested, 1.1% active;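 active means B-score under library mean minus 3 SD, initial fluorescence not abnormally high, positive integrated signal ratio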;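 further: B-score derived from integrated fluorescence ratio over the kinetic read; more negative B-score means stronger inhibition of depolarization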
aSyn UTR inh – MLPCN primary screen, SNCA 5' untranslated region. alpha-synuclein 5'UTR reporter, inhibitor activity. 300,000 tested, 0.82% active. AID 1813, 2009. inhibition, % (tested at 7.5 µM); in the data active means inhibition above about 60%; inconclusive means no clear call, values can overlap the other calls;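 further: H4 neuroglioblastoma cells stably carrying SNCA 5'UTR luciferase fusion; 0% = DMSO wells and 100% = positive control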
MrgX1 antagonist – antagonists of human MrgX1 receptor, primary screen, HEK293 cells, Fluo-4 calcium flux | Mas-related G-protein coupled receptor member X1 (Homo sapiens), Q96LB2 | BAM8-22 antagonism; stronger effect = lower value | B-score at 10 µM | 310,000 tested, 1.3% active;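 active means calcium-response B-score plate-corrected more than 3 library SD below zero, starting fluorescence within 5 deviations, no agonist response on first addition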;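 further: peak minus trough fluorescence over baseline after final BAM8-22 challenge near maximal dose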
KLF5 inh – KLF5 expression inhibitors, primary screen, DLD-1 cells, luminescence; 290,000 tested, 0.23% active; inhibition, % at 5 µM; AID 1700, 2009; DLD-1 KLF5 promoter-luciferase reporter;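 active means inhibition above a per-plate limit of that plate's mean compound inhibition plus 3 SD, cut at about 60% in these data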;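 further: 0% = DMSO wells and 100% = LY294002 at 200 µM; higher means less KLF5 promoter-driven luciferase light; inactives centre near -14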
SKKanGAS inh – S. pyogenes SKKanGAS growth inhibitors in kanamycin, primary screen, streptokinase expression inhibitor project, SKKanGAS strain, BacTiter-Glo luminescence | 6 h | 300,000 tested, 1.3% active | inhibition, % at 7.5 µM;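 active means mean replicate score, as percent of positive control median, at least 50; inconclusive means mean below 50 but one replicate at or above 50; inactive means mean and every replicate below 50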;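 further: strain carries kanamycin resistance gene driven by streptokinase promoter and grows in 40 µg/ml kanamycin; loss of luminescence reflects streptokinase promoter inhibition or plain growth inhibition; 0% = median of DMSO wells and 100% = positive control at its reference dose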
TRPC6 act – mouse TRPC6 channel activators, primary screen, cell-based, HEK293, membrane potential dye. Short transient receptor potential channel 6 (Mus musculus), Q61143. HEK293-TRPC6 membrane potential dye fluorescence; stronger effect = higher value. B-score at 10 µM. 310,000 tested, 0.13% active. AID 2550, 2010;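 active means B-score of the integrated fluorescence ratio above library mean plus 3 SD, and starting fluorescence ratio within library mean plus 5 SD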;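 further: higher score means more depolarization so channel activation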
IEC-6 cytotox – cytotoxicity in IEC-6 intestinal epithelial cells, primary screen, cytotoxicity control for KLF5 inhibitor project, cell-based, luminescence; 290,000 tested, 0.78% active; inhibition, % at 5 µM; IEC-6 cytotoxicity, luminescence viability; in the data active means inhibition above about 22%;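 further: 0% = plate median of test compound wells and 100% = cytotoxic reference compound wells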
TRPC4 inh – inhibitors of mouse TRPC4 channel, primary screen, Fluo4 calcium, HEK293 TRPC4beta/mu-opioid cells | Short transient receptor potential channel 4 (Mus musculus), Q9QUQ5 | DAMGO-evoked Fluo4 calcium flux; stronger effect = lower value | B-score at 10 µM | 300,000 tested, 0.39% active | AID 2247, 2010;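 active means B-score over 3 SD under the library average, no early fluorescence shift, positive overall ratio signal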
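Assay system: TRPC4beta/mu-opioid receptor HEK293 cell line; compound dosing: single concentration per test compound; detection: Fluo4 Ca2+ flux fluorescence; evaluation: per-well B score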
TRPC4 PAM – positive allosteric modulators of TRPC4, primary screen, cell-based, mouse TRPC4beta, HEK293 mu-opioid, Fluo-4 calcium | Short transient receptor potential channel 4 (Mus musculus), Q9QUQ5 | DAMGO EC20, Fluo-4 Ca2+ flux; stronger effect = higher value | B-score at 10 µM | 310,000 tested, 0.42% active;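 active means B-score of calcium response area above 5 SD of library B-scores, with initial fluorescence ratio within 5 SD of library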;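 further: B-score of integrated fluorescence ratio over time as area under calcium response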
The depositor's hits bear a star; i = inactive; ? = inconclusive; nt = not tested or not shown.

The line under a structure holds: TRPC4 act, HIF act, TRPC6 inhibitor, aSyn UTR inh, MrgX1 antagonist, KLF5 inh, SKKanGAS inh, TRPC6 act, IEC-6 cytotox, TRPC4 inh, TRPC4 PAM
COc1ccc(OC)c(-c2csc(NC(=O)Cc3ccccc3F)n2)c1
  i, -0.1, i, -51, i, -40, 0, i, -1, i, i
COc1cccc(C2=CC(c3ccc(C)cc3)n3ncnc3N2)c1 (stereo unspecified)
  i, 0.2, i, -6, i, 3, 12, i, 6, i, i
CCOC(=O)N1CCN(C(=O)c2cc(OC)c(OC)c(OC)c2)CC1
  i, -0.5, i, 15, i, -19, -3, i, 3, i, i
CCOC(=O)CNC(=O)c1c(C)nn(C)c1Cl
  i, -0.7, i, -14, i, -25, -2, i, 0, i, i
CC(C)c1ccc(Cc2nnc(NCCCO)[nH]c2=O)cc1
  i, 0.3, i, -13, i, -12, -3, i, 4, i, i
COc1ccc(CNC(=O)CC23CC4CC(CC(C4)C2)C3)cc1
  i, -0.2, i, 1, i, -8, 2, i, 2, i, i
CCn1ccnc1CN(C)C(=O)c1cc(COc2ccccc2SC)on1
  i, 3.5, -7.5*, -101, i, -83, 1, i, 2, i, i
COc1ccc2nc(NC(=O)[C@@H]3CCCN3C(=O)c3cccs3)sc2c1
  i, 0.1, i, -29, i, -24, 4, i, -10, i, i
COc1ccc(CCN2C(=O)c3[nH]nc(-c4ccccc4O)c3C2c2cccc(Cl)c2)cc1 (stereo unspecified)
  i, 3.5, i, -38, i, -17, 71*, i, 5, i, i
Cc1ccc(S(=O)(=O)N(C)CC(=O)NCCCn2ccnc2)cc1
  i, ?, i, 8, i, 0, -2, i, 10, i, i
COc1ccc(NC(=O)CC2CCCCC2)cc1OC
  i, 1.0, i, -35, i, -7, -15, i, 1, i, i
CCN1CC=C2C(C#N)=C(N)C(C#N)(C#N)[C@H](c3ccoc3)[C@H]2C1
  i, -2.4, i, 13, i, -28, 1, i, -11, i, i
O=C(O/N=C1\C(=O)N(c2ccccc2)c2ccccc21)C1CC1
  i, 0.0, i, 4, i, -25, 9, i, -5, i, i
CCC(=O)c1ccc(N2CCN(C(=O)c3cc([N+](=O)[O-])ccc3F)CC2)c(F)c1
  i, -0.1, i, -2, i, -18, 0, i, 4, i, i
CC1CCN(c2nc(-c3ccccc3)cc(C(F)(F)F)n2)CC1
  i, 0.3, i, 22, i, -18, ?, i, 1, i, i
NC(=O)CC(NC(=O)Cc1cccc2ccccc12)c1ccc(NCc2ccccn2)c([N+](=O)[O-])c1 (stereo unspecified)
  i, 1.3, i, 15, i, nt, -4, i, nt, i, i
CN(CC(=O)NCc1ccco1)S(=O)(=O)c1ccc(F)cc1
  i, -31, i, 4, i, -10, -4, i, 5, i, i
COC(=O)c1ccsc1NC(=O)CS(=O)(=O)c1ccccc1
  i, 0.2, i, 2, i, nt, 6, i, nt, i, i
CCOC(=O)c1ccccc1NC1c2ccccc2C(=O)N1c1cc(C)ccn1 (stereo unspecified)
  i, 0.7, i, 7, i, -37, 7, i, -7, i, i
CCN(CC)C(=O)Cn1nnc(-c2ccc(C)o2)n1
  i, -0.5, i, 4, i, -11, -1, i, 3, i, i
O=C(C1CCCN1S(=O)(=O)c1cccc2nsnc12)N1CCN(c2ccccc2)CC1 (stereo unspecified)
  i, -1.1, i, -63, i, -29, 3, i, 3, i, i
N#Cc1c(-c2ccccc2)cc(-c2ccccc2)nc1SCc1nnc(-c2ccccc2)o1
  i, -0.3, i, 31, i, -7, 2, i, 0, i, i
CC1(c2ccccc2)NC(=O)N(Cc2ccc([N+](=O)[O-])cc2)C1=O (stereo unspecified)
  i, 0.1, i, 8, i, -16, 0, i, 2, i, i
CC(=O)c1ccc(N2CCN(C(=O)c3ccco3)CC2)c(F)c1
  i, 1.5, i, -98, i, -30, -5, i, -4, i, i
CCCN(C(=O)COc1ccc(Cl)cc1Cl)c1c(N)n(Cc2ccccc2)c(=O)[nH]c1=O
  i, 0.3, i, -11, i, -12, 18, i, 0, i, i
Cc1nc2sc(C(c3cccc(F)c3)N3CCCCC3)c(O)n2n1 (stereo unspecified)
  i, -0.3, i, -2, i, 1, 0, i, 8, i, i
O=C(c1ccc(Br)o1)N1CCN(c2ccc3nnc(-c4ccccc4)n3n2)CC1
  i, -0.7, i, 6, i, 5, 0, i, 2, i, i
Cc1ccc2c(c1)=C(c1sc(N(C)c3ccc(O)cc3)nc1O)C(=O)N=2
  i, 0.1, i, -68, i, 0, 80*, i, 2, i, i
COCCNC(=O)C(=O)NCC1OCCN1S(=O)(=O)c1cccs1 (stereo unspecified)
  i, -0.1, i, -1, i, -44, -11, i, 2, i, i
O=C(C1=C(O)C(=O)N(Cc2cccnc2)C1c1ccccn1)c1cccs1 (stereo unspecified)
  i, 0.3, i, -21, i, -10, 1, i, 4, i, i

Sorted by number of heavy atoms (high to low): 4 of the compounds above.
The line under a structure holds: TRPC4 act, HIF act, TRPC6 inhibitor, aSyn UTR inh, MrgX1 antagonist, KLF5 inh, SKKanGAS inh, TRPC6 act, IEC-6 cytotox, TRPC4 inh, TRPC4 PAM
CCCN(C(=O)COc1ccc(Cl)cc1Cl)c1c(N)n(Cc2ccccc2)c(=O)[nH]c1=O
  i, 0.3, i, -11, i, -12, 18, i, 0, i, i
O=C(C1CCCN1S(=O)(=O)c1cccc2nsnc12)N1CCN(c2ccccc2)CC1 (stereo unspecified)
  i, -1.1, i, -63, i, -29, 3, i, 3, i, i
O=C(C1=C(O)C(=O)N(Cc2cccnc2)C1c1ccccn1)c1cccs1 (stereo unspecified)
  i, 0.3, i, -21, i, -10, 1, i, 4, i, i
Cc1nc2sc(C(c3cccc(F)c3)N3CCCCC3)c(O)n2n1 (stereo unspecified)
  i, -0.3, i, -2, i, 1, 0, i, 8, i, i

(listing goes on)
The line under a structure holds: TRPC4 act, HIF act, TRPC6 inhibitor, aSyn UTR inh, MrgX1 antagonist, KLF5 inh, SKKanGAS inh, TRPC6 act, IEC-6 cytotox, TRPC4 inh, TRPC4 PAM
Nc1no[n+]([O-])c1-c1ccccc1
  i, -0.7, i, -3, i, 21, -9, i, -1, i, i
O=C1NC(c2ccncc2)Nc2sc3c(c21)CCCC3 (stereo unspecified)
  i, 0.9, i, -66, i, -38, 0, i, 0, i, i
CCCNC(=O)C1CC(=O)N(c2ccc(OCC(=O)Nc3cc(C)cc(C)c3)cc2)C1 (stereo unspecified)
  i, -0.1, i, 1, i, nt, -2, i, nt, i, i
Cc1cc(NC(=O)CN2CCCCCCC2)no1
  i, -0.2, i, 9, i, 2, 1, i, -3, i, i
N#Cc1cnc(NN)nc1
  i, -0.5, i, 11, i, 1, 1, i, 9, i, i
Cc1cccc(Nc2cc(C)c3c(O)cccc3n2)c1C
  i, 3.8, i, -101, i, -17, -3, i, -3, i, i
O=C(NC12CC3CC(CC(C3)C1)C2)N1CCN(c2ccccc2)CC1
  i, 0.4, i, -7, i, -18, 1, i, 1, i, i
COc1ccc(OCC(=O)NCCc2c[nH]c3ccccc23)cc1
  i, 0.2, i, 15, i, -42, -10, i, 5, i, i
CCc1ccccc1NC(=O)CSc1nnc(-c2ccncc2)o1
  i, 0.2, i, 6, i, 17, -3, i, -2, i, i
COc1ccc(/C=C/C(=O)NC2CCS(=O)(=O)C2)cc1 (stereo unspecified)
  i, -0.1, i, -2, i, nt, -1, i, nt, i, i
COc1ccc(NC(=O)C2=CC(c3ccc(OC)cc3)=NS(=O)(=O)N2C)cc1
  i, 0.2, i, -2, i, -9, -2, i, -7, i, i
CC(=O)c1c(C(C)=O)c(C)n(-c2ccc3ncccc3c2)c1C
  i, 0.1, i, 0, i, -10, 0, i, 5, i, i
CC1(C)Cc2c(c(N3CCOCC3)nc3sc(C(N)=O)c(N)c23)CO1
  i, -0.3, i, 12, i, -5, 1, i, 0, i, i
CCCc1cc(C(=O)Nc2ccc(C(=O)c3ccc(C)cc3)cc2)n(C)n1
  i, -0.4, i, -37, i, -36, 8, i, 3, i, i
OCCN1CCN(c2nnc(-c3ccccc3)c3ccccc23)CC1
  i, 0.9, i, 19, i, -29, -3, i, 2, i, i
Cc1cccc([C@@H]2C[C@H]3CN(Cc4cccc(Cl)c4)C(=O)[C@]34CCCN24)n1
  i, -0.2, i, 8, i, -13, 3, i, -5, i, i
COc1ccccc1-n1cnnc1SCC(=O)c1ccc[nH]1
  i, -0.7, i, -15, i, -8, -3, i, -5, i, i
O=c1ccc2c(-c3ccccc3)c3ccc(O)cc3oc-2c1
  i, -0.1, i, 18, i, -36, 25, i, -18, i, i
CCCCCC(=O)Nc1ccc(N2CCOCC2)c(S(=O)(=O)Nc2ccc(OC)cc2)c1
  i, -0.4, i, 13, i, nt, 15, i, nt, i, i
Cn1c(C(=O)OC(C(=O)NC(C)(C)C)c2cccnc2)cc2sccc21 (stereo unspecified)
  i, 0.9, i, 10, i, 5, -12, i, 8, i, i
CC(CCN1CCN(c2ccccc2)CC1)c1ccccc1 (stereo unspecified)
  i, -0.6, i, -9, i, -37, 5, i, -5, i, i
CCOC(=O)CN1C(=O)CCSc2ccc(Cl)cc21
  i, 0.0, i, 6, i, -8, -10, i, -8, i, i
COc1ccccc1NC(=O)Cn1c(=O)oc2ccccc21
  i, -0.6, i, 22, i, 15, 0, i, 3, i, i
Cc1nn(-c2ccccc2)c(Cl)c1/C=N/NC(=O)c1ccccc1NS(=O)(=O)c1cccs1
  i, 0.2, i, -3, i, -18, 26, i, -8, i, i
CCOCCCNC(=O)c1cn(CC(C)C)c(=O)c2cc(OC)c(OC)cc12
  i, -0.4, i, 13, nt, 20, -7, i, 3, i, i
Cc1ccc(S(=O)(=O)N2CCOC23CCN(C(=O)c2ccccc2Br)CC3)cc1
  i, -0.1, i, 0, i, -13, 7, i, 6, i, i
O=C(N/N=C/c1cc(Br)cs1)c1ccc2c(c1)OCCO2
  i, 1.3, i, -344, i, -90, 34, i, 12, i, i

Screens: PubChem BioAssay, several laboratories
